RGS4-Gao reg = human RGS4-Galphao interaction regulation; P09471; Multiplexed bead flow cytometry, RGS4-Galphao binding; actives lie on both sides; binding response (% of control), % at 10 µM; 0.33% of 220,000 active; in the data active = binding response below about 49% or above about 150%; inactive = in between;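 note: fluorescent Galphao activated with aluminum fluoride binding bead-coupled RGS4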
Target sequence (P09471 whole entry, looked up): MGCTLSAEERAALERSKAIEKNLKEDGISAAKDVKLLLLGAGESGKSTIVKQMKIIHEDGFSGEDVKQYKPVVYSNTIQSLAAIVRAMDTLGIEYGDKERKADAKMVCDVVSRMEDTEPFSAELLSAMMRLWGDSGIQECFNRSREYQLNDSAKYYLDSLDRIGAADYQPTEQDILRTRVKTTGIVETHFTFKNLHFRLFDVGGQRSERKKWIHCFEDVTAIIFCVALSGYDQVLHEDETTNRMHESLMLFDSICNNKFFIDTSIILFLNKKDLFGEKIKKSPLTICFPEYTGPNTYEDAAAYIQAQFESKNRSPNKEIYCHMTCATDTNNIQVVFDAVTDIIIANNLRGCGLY
RGS8-Gao = human RGS8-Galphao interaction regulation. 0.34% of 220,000 active. multiplexed bead flow cytometry, RGS8-Galphao binding; actives lie on both sides. response (percent of control binding), % at 10 µM. P09471; in the data active = response below about 60% or above about 140%; inactive = in between;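 note: Galphao activated as the GDP aluminium fluoride complex binding bead-coupled RGS8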
RGS7-Gao reg = modulates binding of RGS7 to human Galphao; P09471; Multiplexed bead flow cytometry; actives lie on both sides; 0.35% of 220,000 active; binding response (% of control), % at 10 µM; in the data active = binding response below about 49% or above about 150%; inconclusive = no clear call, values can overlap the other calls; inactive = in between;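 note: fluorescent Galphao held in activated GDP-AlF4 state binding bead-coupled RGS7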
The depositor's hits bear a star; ? = inconclusive; . = no result given.

The opening 13 entries, to show the layout:
SMILES | RGS4-Gao reg | RGS8-Gao | RGS7-Gao reg
CCOC(=O)c1c2c([nH]c(=S)c1C#N)CCCC2 | 97 | 99 | ?
Cc1ccc(C)c(-n2c(-c3ccc(Br)cc3)csc2=NC(=O)c2ccccc2F)c1 | 101 | 100 | ?
CC(=O)NS(=O)(=O)c1ccc2sc(C)nc2c1 | 105 | 101 | ?
O=C(O)CCN1C(=O)C2C3c4ccccc4C(c4ccccc43)C2C1=O (stereo not drawn) | 99 | 98 | ?
S=c1[nH]c2cc(Br)cnc2[nH]1 | 103 | 97 | ?
COc1cccc(C2/C(=C(/O)c3ccccc3)C(=O)C(=O)N2Cc2ccco2)c1 (stereo not drawn) | 104 | 103 | ?
C=CCn1c(O)c(C2=c3ccccc3=NC2=O)sc1=Nc1ccc(O)cc1 | 99 | 98 | ?
O=[N+]([O-])c1cccc(S(=O)(=O)NCCc2cn3ccccc3n2)c1 | 104 | 101 | ?
CC(C)[C@H]1C=C(C(=O)O)O[C@@H](OCCCCO)C1 | 98 | 101 | ?
Cc1nn(C)c(C)c1NC(=O)c1ccccc1NC(=O)Nc1ccccc1 | 92 | 96 | ?
COc1ccc(CNC(=O)CCN2C(=O)c3ccncc3C2=O)cc1OC | 89 | 94 | ?
Cc1cccc(NC(=S)Nc2cccc(C)n2)n1 | 106 | 104 | ?
CC(=O)OC(COC1C[C@@H]2CC[C@@]1(C)C2(C)C)C[N+]1(C)CCCCC1 (stereo partly drawn) | 102 | 102 | ?

The list itself, from the first entry:
SMILES | RGS4-Gao reg | RGS8-Gao | RGS7-Gao reg
CCOC(=O)c1c2c([nH]c(=S)c1C#N)CCCC2 | 97 | 99 | ?
Cc1ccc(C)c(-n2c(-c3ccc(Br)cc3)csc2=NC(=O)c2ccccc2F)c1 | 101 | 100 | ?
CC(=O)NS(=O)(=O)c1ccc2sc(C)nc2c1 | 105 | 101 | ?
O=C(O)CCN1C(=O)C2C3c4ccccc4C(c4ccccc43)C2C1=O (stereo not drawn) | 99 | 98 | ?
S=c1[nH]c2cc(Br)cnc2[nH]1 | 103 | 97 | ?
COc1cccc(C2/C(=C(/O)c3ccccc3)C(=O)C(=O)N2Cc2ccco2)c1 (stereo not drawn) | 104 | 103 | ?
C=CCn1c(O)c(C2=c3ccccc3=NC2=O)sc1=Nc1ccc(O)cc1 | 99 | 98 | ?
O=[N+]([O-])c1cccc(S(=O)(=O)NCCc2cn3ccccc3n2)c1 | 104 | 101 | ?
CC(C)[C@H]1C=C(C(=O)O)O[C@@H](OCCCCO)C1 | 98 | 101 | ?
Cc1nn(C)c(C)c1NC(=O)c1ccccc1NC(=O)Nc1ccccc1 | 92 | 96 | ?
COc1ccc(CNC(=O)CCN2C(=O)c3ccncc3C2=O)cc1OC | 89 | 94 | ?
Cc1cccc(NC(=S)Nc2cccc(C)n2)n1 | 106 | 104 | ?
CC(=O)OC(COC1C[C@@H]2CC[C@@]1(C)C2(C)C)C[N+]1(C)CCCCC1 (stereo partly drawn) | 102 | 102 | ?
CN(C)c1ccc(CN(C(=O)/C=C/c2ccccc2Cl)C2CCS(=O)(=O)C2)cc1 (stereo not drawn) | 69 | 89 | ?
CCCCCc1c(O)nc(SCCN(C)C)[nH]c1=O | 99 | 100 | ?
COC(=O)CCCC1=CC2=C(c3ccccc3)C(=O)C(C)(OC(=O)C3CCCC3)C(=O)C2=CN1C1CC1 (stereo not drawn) | 75 | 89 | ?
CCc1ccc(C(=O)NNc2cc(Cl)cc(Cl)c2)cc1 | 106 | 102 | ?
NC(=O)CC(NC(=O)c1ccc(Br)cc1)c1ccc(NCc2ccc(F)cc2)c([N+](=O)[O-])c1 (stereo not drawn) | 99 | 98 | ?
CC(=O)c1c(C)[nH]c(C(=O)OCC(=O)Nc2ccc(Cl)c(S(=O)(=O)N(C)C)c2)c1C | 94 | 98 | ?
CCOC(=O)NC(=O)c1cn(Nc2ncc(C(F)(F)F)cc2Cl)c(=O)[nH]c1=O | 103 | 102 | ?
Cc1c(C(=O)NCCSCc2c(F)cccc2Cl)cnn1-c1ccc(Cl)cc1 | 110 | 105 | ?
Cc1ccc(C(=O)O)cc1NC(=O)CSc1ncnc2sc3c(c12)CCC3 | 71 | 84 | ?
CCC(=Nc1ccccc1O)C1=C(O)CC(c2ccccc2)CC1=O (stereo not drawn) | 99 | 101 | ?
CC(C)(C)OC(=O)NCCC(=O)N/N=C/c1cccc2nccnc12 | 107 | 105 | ?
CCOc1ccc(NC(=O)c2ccccc2SC)cc1 | 101 | 102 | ?
COc1ccc(N2C(=O)c3ccccc3S2(=O)=O)cc1 | 102 | 102 | ?
Oc1cccc(/C=N/N2CCN(c3ccccn3)CC2)c1 | 80 | 89 | ?
CCOC(=O)CC1OC(=O)c2cc3c(cc21)C(=O)OC3CC(=O)OCC (stereo not drawn) | 98 | 100 | ?
C=C(C)C(=O)Nc1cccc(C2=NOC3(C2)C[C@@H](C(N)=O)N(C(=O)CCCCC)C3)c1 (stereo partly drawn) | 99 | 92 | ?
Cc1cc(C)n(CC2CC(=O)N(c3ccc(Cl)cc3)C2=O)n1 (stereo not drawn) | 107 | 105 | .
CC(=O)NS(=O)(=O)c1ccc(NC(=O)c2oc3c(Cl)cccc3c2C)cc1 | 108 | 108 | ?
COc1ccccc1N/C(N)=N/c1nc(C)cc(C)n1 | 109 | 107 | ?
COC(=O)c1ccc2c(=O)n(CCN3CCOCC3)c(SCC(=O)c3ccccc3)nc2c1 | 103 | 102 | ?
Cc1ccc(/C=N/NC(=O)CN2CCN(Cc3ccccc3)CC2)o1 | 77 | 88 | ?
Cc1c(-c2ccc(Cl)cc2)[n+](=O)c(-c2ccccc2)cn1[O-] | 104 | 101 | ?
CCN(CC)CCn1c(C)nc2ccccc21 | 103 | 103 | ?
COc1ccc(OCC(O)CNC(=O)Nc2cccc3ccccc23)cc1 (stereo not drawn) | 100 | 101 | ?
CN(C)c1ccc(CC2C(=O)Nc3ccccc32)cc1 (stereo not drawn) | 103 | 102 | ?
CCOC(=O)Cc1csc(NC(=O)Nc2ccc(C)cc2)n1 | 97 | 99 | ?
C=CC(=O)NC(NC(=O)C=C)c1ccccc1F | 98 | 98 | ?
COc1ccc(NS(=O)(=O)c2cccc(C(=O)N/N=C/c3cn(-c4ccccc4)nc3-c3ccccc3)c2)cc1 | 94 | 98 | ?
COc1cccc(Cn2cccc(NC(=O)Nc3cccc(C#N)c3)c2=O)c1 | 97 | 100 | ?
Cc1cc(C)c(C(=O)CSc2nnc(N)s2)cc1C | 108 | 108 | ?
COc1ccc(N2CCN(S(=O)(=O)c3cn(C)c(=O)n(C)c3=O)CC2)cc1 | 104 | 101 | ?
Cc1cccc(N2CCN(Cc3nc(C4CC4)no3)CC2)n1 | 99 | 98 | ?
COc1ccc2[nH]c(C(=O)Nc3cccc(C)n3)cc2c1 | 104 | 102 | ?
Cc1c(NC(=S)N/C(=N/S(=O)(=O)c2ccc(Cl)cc2)c2ccccc2)c(=O)n(-c2ccccc2)n1C | 105 | 104 | ?
Cc1cc(C)c2nc(Nc3nc(-c4ccccc4)cc(=O)[nH]3)nc(C)c2c1 | 62 | 91 | ?
Cc1cc(C)cc(OCC(=O)O/N=C(\N)c2ccccc2Cl)c1 | 100 | 100 | ?
CC(C)(C)OC(=O)NCCCCCc1nnc(SCc2c(F)cccc2Cl)o1 | 90 | 92 | .
CC(C)(C)c1ccc(OC(=O)Nc2ccc(O)c(C(=O)O)c2)cc1 | 111 | 104 | ?
COC/C=C/C1=CC2=CC(=O)C(C)(OC(=O)c3cnc4ccccc4n3)C(=O)C2=CN1c1ccccc1 (stereo not drawn) | 92 | 98 | ?
Cc1ccc2[nH]c(O)c(N=Nc3nc4ccccc4s3)c2c1 | 99 | 100 | ?
CCOc1ccc(N=C/C=C/c2ccccc2)c(O)c1 | 102 | 102 | ?
COc1ccc(CNC(=S)N/N=C(\C)c2ccc(OC)cc2)cc1 | 102 | 101 | ?
CNC(=O)COC(=O)c1cc(-c2ccco2)nc2ccccc12 | 98 | 95 | ?
Cc1cc(O)c(-c2cc(C(=O)Nc3cccnc3)[nH]n2)cc1C | 86 | 93 | ?
CC1CC(=O)Nc2ccccc2N1C(=O)Nc1ccc(F)cc1F (stereo not drawn) | 97 | 97 | ?
O=c1oc2ccccc2c2oc3cc(O)c(O)cc3c12 | 97 | 98 | ?
O=C(Nc1cccc(-c2csc(Nc3ccc(Cl)cc3)n2)c1)c1cccc(C(F)(F)F)c1 | 96 | 98 | ?

New compounds follow.
SMILES | RGS4-Gao reg | RGS8-Gao | RGS7-Gao reg
COc1ccc(N(CC(=O)NCc2ccccc2)C(=O)CCC(=O)Nc2cc(C)ccn2)c(OC)c1 | 103 | 102 | ?
CN(C)C(=O)c1ccc(-c2cc(C(F)(F)F)n(C)n2)s1 | 104 | 103 | ?
COc1ccc(Nc2ncc(C#N)c(N)n2)c(OC)c1 | 102 | 103 | ?
Cc1ccc(Cl)cc1NC(=O)C1CC(=O)Nc2ncnn21 (stereo not drawn) | 107 | 102 | ?
CCOC(=O)C1CCCN(c2c(NCCc3ccc(Cl)cc3)c(=O)c2=O)C1 (stereo not drawn) | 101 | 99 | ?
CSc1nnc(SCC#N)s1 | 107 | 103 | ?
O=C(COc1ccc([N+](=O)[O-])cc1)Nc1nnc(-c2cccnc2)s1 | 90 | 100 | ?
COc1cc(-c2n[nH]c(=S)n2-c2ccccc2C(F)(F)F)cc(OC)c1OC | 107 | 104 | .
Cc1nc2c(sc3nc(N4CCOCC4)c4c(c32)CC(C)(C)OC4)c(-c2ccc(Cl)cc2)c1C(=O)O | 102 | 104 | ?
Cc1ccc(C(=O)NCC(c2ccc(F)cc2)N2CCOCC2)cc1 (stereo not drawn) | 106 | 103 | ?
O=C(Nc1ccccn1)C(=O)Nc1ccccn1 | 106 | 103 | ?
N=C1c2ccccc2CN1c1ccc(N2CCOCC2)c(S(=O)(=O)Nc2ccc(Cl)cc2)c1 | 103 | 94 | ?
Cc1ccc(NC(=O)C2CCCN2S(=O)(=O)c2ccc3c(c2)n(C)c(=O)c(=O)n3C)c(C)c1 (stereo not drawn) | 101 | 102 | ?
COCCn1cnc2c(c1=O)c1nc3ccccc3nc1n2/N=C/c1ccco1 | 105 | 102 | ?
Cn1c(N)c(C(=O)CSc2nnc(-c3ccccc3F)n2N)c(=O)n(C)c1=O | 101 | 99 | ?
COc1ccc(CC(=O)N/N=C/c2c(C)n(C)c3ccccc23)cc1OC | 106 | 99 | ?
CCOC(=O)c1cnc(SCC#N)nc1N | 101 | 101 | ?
COC(=O)c1ccccc1N=Nc1c(C)[nH][nH]c1=O | 113 | 100 | ?
O=[N+]([O-])c1ccc(C2NS(=O)(=O)N=C3CCCCCN32)cc1 (stereo not drawn) | 101 | 99 | ?
CCCCC(=O)NC1(C(F)(F)F)NC(=O)N(C)C1=O (stereo not drawn) | 97 | 101 | ?
COc1ccc(O)c(C(=O)c2cc(SCC(=O)O)c3nc4sc5c(c4c(=O)n3c2)CCCC5)c1 | 99 | 102 | ?
O=C(O)c1ccccc1C(=O)Nc1ccc(-n2nccc2C(F)(F)F)cc1 | 105 | 102 | ?
CC(C)n1c(=S)[nH]c2cc(Cl)ccc21 | 103 | 99 | ?
CC1CCc2nc(NC(=O)c3cc(C(C)(C)C)nn3C)sc2C1 (stereo not drawn) | 97 | 100 | ?
O=C1c2ccccc2C(=O)c2c1cccc2-n1nnc2ccccc21 | 101 | 101 | ?
Clc1ccc(-n2nnnc2-c2cnc3ccccc3c2-c2ccccc2)cc1 | 104 | 103 | ?
O=C(N/N=C/c1ccc(OCc2ccccc2)cc1)c1ccco1 | 91 | 96 | ?
O=c1[nH]c(NNC(=S)NC2CCCCC2)nc2c1C1(CCCC1)Cc1ccccc1-2 | 102 | 97 | ?
Cc1nc(-c2ccc(S(=O)(=O)N3CCN(C(c4ccccc4)c4ccccc4)CC3)s2)cs1 | 96 | 96 | ?
CC(C(=O)N(C)Cc1ccccc1)N1CCN(C/C=C/c2ccccc2)CC1 (stereo not drawn) | 87 | 91 | ?
COc1cc([N+](=O)[O-])ccc1-c1ccc(/C=N/NC(N)=O)o1 | 98 | 91 | ?
C#CCOCCOCCOCCNc1nc(N2CCN(C(=O)[C@H](CCC(=O)O)n3cc(C(N)Cc4ccc(O)cc4)nn3)CC2)nc(N2CCN(C(=O)[C@H](Cc3ccc(O)cc3)n3cc(C(N)[C@H](C)CC)nn3)CC2)n1 (stereo partly drawn) | 102 | 99 | ?
S=c1[nH]nc(-c2ccncc2)n1/N=C/c1cn(-c2ccccc2)nc1-c1ccccc1 | 97 | 97 | ?
CCC(C)Oc1cc(-c2ccnc(Nc3cccc(Cl)c3)n2)ccn1 (stereo not drawn) | 102 | 102 | ?
CC1CCc2c(sc3ncnc(NCCN4CCOCC4)c23)C1 (stereo not drawn) | 98 | 96 | ?
Cc1ccc2[nH]c(O)c(N=NC(=O)c3ccc(NS(=O)(=O)c4cccs4)cc3)c2c1 | 101 | 100 | ?
O=C(NN1C(=O)C2C(C1=O)C1C=CC2C12CC2)c1ccc(Cl)cc1 (stereo not drawn) | 104 | 102 | ?
COc1cccc(/C=N/NC(=O)c2oc3nc(-c4ccccc4)cc(-c4ccco4)c3c2N)c1 | 96 | 99 | ?
CCn1c(NC(=O)c2ccccc2F)c(-c2cccs2)c(=O)c2ccccc21 | 101 | 101 | ?
CCCCNc1nc2c(c(=O)n(C)c(=O)n2C)n1CCC | 103 | 104 | ?
CN1CCN(C(=S)NC(=O)/C=C/c2cccs2)CC1 | 115 | 105 | ?
Cn1c(SCC(=O)Nc2sccc2C(N)=O)nnc1-c1ccncc1 | 99 | 102 | ?

Source: PubChem BioAssay (NMMLSC)

Some of the compounds tested; rates above refer to the full screens.
